# NALP1 yeast inh = NALP1 inflammasome inhibitors in reconstituted yeast, colorimetric, S. cerevisiae, triplicate retest | S. cerevisiae NALP1/ASC/caspase-1 growth, X-gal OD620, 72 h | inhibition, % at 10 µM | hit rate 0.61% among 280,000 | AID 2071, 2009; in the data active = inhibition mostly above about 24%, no sharp cut-off; inactive = mostly below about 32%; also: some compounds called inactive have numbers as strong as hits
# MEKK2mut PB1 HTS = MEK5 binding signal on mutant MEKK2 PB1, primary screen, biochemical, multiplex bead flow cytometry, Alexa488-MEK5; Alexa488-MEK5 binding to MEKK2 mutant; percent response, % at 10 µM; hit rate 0.35% among 290,000; AID 1530, 2009; in the data active = percent response above about 24%, passing the limit was not always enough; also: inactives centre near 1; some results filed as inactive read as strong as hits; reference of the scale not given here
# IDE act = human IDE activators in live cells, primary screen, fluorescence polarization, HEK cells, FAbeta-B substrate; FAbeta-B cleavage; 0% vehicle, 100% cell-free pure enzyme wells; activation, % at 5.96 µM; hit rate 0.073% among 340,000; Insulin-degrading enzyme (Homo sapiens), P14735;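 active = activation above the mean of all tested compounds plus 3 SD, set per screening campaign, cut at about 17% in these data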
# Target sequence (P14735 whole entry, looked up): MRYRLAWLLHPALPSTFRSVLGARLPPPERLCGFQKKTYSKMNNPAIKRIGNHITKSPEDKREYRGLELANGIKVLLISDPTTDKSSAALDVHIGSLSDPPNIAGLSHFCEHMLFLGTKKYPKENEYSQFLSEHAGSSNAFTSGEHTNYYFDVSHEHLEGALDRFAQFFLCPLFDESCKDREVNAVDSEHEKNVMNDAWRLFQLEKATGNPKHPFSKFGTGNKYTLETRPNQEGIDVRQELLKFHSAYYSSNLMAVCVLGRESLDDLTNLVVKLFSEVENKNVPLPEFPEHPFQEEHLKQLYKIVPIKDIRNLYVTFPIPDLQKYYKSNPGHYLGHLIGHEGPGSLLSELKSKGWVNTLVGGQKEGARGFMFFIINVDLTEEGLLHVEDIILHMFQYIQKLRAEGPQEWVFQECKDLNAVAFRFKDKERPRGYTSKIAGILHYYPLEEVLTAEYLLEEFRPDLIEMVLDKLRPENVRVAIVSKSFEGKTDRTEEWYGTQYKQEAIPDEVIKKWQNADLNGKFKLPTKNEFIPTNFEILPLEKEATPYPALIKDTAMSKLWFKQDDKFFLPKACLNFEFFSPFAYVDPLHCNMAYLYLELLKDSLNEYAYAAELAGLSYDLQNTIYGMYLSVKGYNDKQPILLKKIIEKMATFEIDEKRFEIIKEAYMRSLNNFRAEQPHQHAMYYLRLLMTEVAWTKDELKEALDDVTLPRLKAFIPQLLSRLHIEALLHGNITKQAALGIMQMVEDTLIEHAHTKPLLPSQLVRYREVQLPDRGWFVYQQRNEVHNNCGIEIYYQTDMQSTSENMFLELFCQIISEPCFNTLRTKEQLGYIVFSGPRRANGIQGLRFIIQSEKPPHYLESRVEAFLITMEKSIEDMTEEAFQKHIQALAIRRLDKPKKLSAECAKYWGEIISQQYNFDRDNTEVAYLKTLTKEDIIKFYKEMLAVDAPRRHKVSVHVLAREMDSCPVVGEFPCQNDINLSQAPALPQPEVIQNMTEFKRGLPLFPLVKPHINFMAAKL
# UBC9 SUMO inh = inhibitors of in vitro SUMOylation cascade, primary screen, biochemical, HTRF, uHTS; SUMO-conjugating enzyme UBC9 (Homo sapiens), P63279; HTRF SUMOylation assay, SAE1/SAE2 + UBC9; inhibition, % at 35 µM; hit rate 0.36% among 290,000; in the data active = inhibition above about 50%, passing the limit was not always enough; also: strong numbers were not always called active
# pCIP destab = p/CIP-EGFP fusion destabilizers, primary screen, fluorescence, F442A cells | decrease of EGFP signal, % at 10 µM | Q05BA5 | AID 1984, 2009 | 16 h | hit rate 0.01% among 290,000;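 active = EGFP signal decrease of at least 30% at 10 µM or well 3 SD below plate mean, unless failing retest; inactive = the rest, including hits failing retest or dose response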; also: some compounds called inactive have numbers as strong as hits; many of its hits are not listed in these tables
# PfM18AAP inh = PfM18AAP inhibitors, malaria aminopeptidase, primary screen, biochemical, QFRET, recombinant enzyme; M18 aspartyl aminopeptidase (Plasmodium falciparum 3D7); H-Glu-NHMec fluorogenic cleavage; inhibition, % at 7.35 µM; hit rate 1.2% among 290,000;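 active = inhibition above the campaign mean inhibition over all tested compounds plus 3 SD, cut at about 28% in these data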;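 also: 0% = plate median of test compound wells and 100% = 2 mM ZnCl2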
# MEKK2wt PB1 HTS = modulators of MEK5 binding to wildtype MEKK2, primary screen, biochemical, multiplex bead flow cytometry, Alexa488-MEK5; hit rate 1.1% among 290,000; binding response (% of control), % at 10 µM; Alexa488-MEK5 binding to MEKK2 WT; actives lie on both sides; AID 1531, 2009; in the data active = binding response below about 67% or above about 130%
# IDE inh = human IDE inhibitors in live cells, primary screen, fluorescence polarization, HEK cells, FAbetaB substrate; Insulin-degrading enzyme (Homo sapiens), P14735; FAbetaB cleavage; inhibition, % at 5.59 µM; hit rate 0.41% among 320,000; AID 434962, 2010;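 active = percent inhibition above the average of all tested compounds plus 3 SD, set per screening campaign, cut at about 16% in these data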;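 also: IDE supplied by intact live HEK cells; FP after avidin binding of uncleaved biotin substrate so inhibition keeps polarization high; 0% = DMSO wells and 100% = 60 µM reference IDE inhibitor Ii1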
# MEKK3 PB1 HTS = modulators of MEKK3-MEK5 PB1 binding, primary screen, biochemical, wildtype MEKK3, multiplex bead flow cytometry, Alexa488-MEK5. binding response (% of control), % at 10 µM. hit rate 1.4% among 290,000. bead-based flow cytometry, Alexa488-MEK5 binding to MEKK3; actives lie on both sides; 0 = blocked by unlabeled MEK5, 100 = vehicle. Mitogen-activated protein kinase kinase kinase 3 (Homo sapiens), Q99759;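 active = binding response more than 3 SD above or below the average of its plate-row segment, actives on both sides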;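 also: Alexa488 bead fluorescence after subtracting the streptavidin-only scavenger bead signal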
# Numbers without * were called inactive; . = no result given.
SMILES,NALP1 yeast inh,MEKK2mut PB1 HTS,IDE act,UBC9 SUMO inh,pCIP destab,PfM18AAP inh,MEKK2wt PB1 HTS,IDE inh,MEKK3 PB1 HTS
CC1CN(CCCCSc2ccccc2)CC(C)O1 (stereo unspecified),11.1,10.0,3.1,22.0,-8.0,-5.3,112.0,-3.5,108.0
COc1ccc(NC(=O)CN(C)S(=O)(=O)c2ccc(Br)s2)cc1OC,10.8,1.0,2.8,1.8,-1.3,-0.8,102.0,2.3,103.0
CCOCCn1c(CN2CCN(c3ccc(F)cc3)CC2)nc2c1c(=O)n(C)c(=O)n2C,0.4,-3.0,-7.5,11.0,-9.3,2.3,100.0,1.1,100.0
Nc1nc(Nc2cccc(F)c2)nc(NCc2ccco2)c1[N+](=O)[O-],.,-16.0,8.9,12.2,-2.1,-7.3,94.0,-2.3,92.0
CCC(NC(=O)CCc1c(C)c2cc3c(C)c(C)oc3cc2oc1=O)C(=O)N[C@@H](Cc1ccccc1)C(=O)O (stereo partly specified),-4.3,-1.0,-1.6,38.5,4.7,-3.5,100.0,14.6,101.0
Cc1ccc(CNC(=O)CN2CCN(Cc3ccc(C)cc3)C2=O)cc1,38.0,9.0,-1.9,-0.2,-1.2,8.3,108.0,-6.3,106.0
CN(C)c1ccc(C(=O)c2ccc(N(C)C)c(N)c2)cc1N,15.2,9.0,-0.3,-7.6,-3.4,12.2,103.0,3.4,100.0
Cc1ccc(-n2c(C)cc(C(=O)COc3cccnc3[N+](=O)[O-])c2C)cc1,.,0.0,-1.3,18.0,-4.9,6.9,110.0,8.4,152.0*
COc1cc2c(cc1OC)C(C(=O)N(C)Cc1ccccc1)C(c1cccnc1)N(C)C2=O (stereo unspecified),-3.1,3.0,4.0,5.0,5.8,-11.1,101.0,2.8,104.0
Nc1ncc(CN2CCCC(C(=O)Nc3ccc(-c4ccco4)cc3)C2)cn1 (stereo unspecified),19.5,13.0,6.5,11.7,-1.3,-0.9,113.0,3.3,105.0
CC(C)NS(=O)(=O)c1cc(C(=O)O)ccc1Cl,35.2,-5.0,-2.4,9.7,-5.1,4.9,97.0,-3.5,98.0
NNc1nc2sc3c(c2c(=O)[nH]1)CCc1ccccc1-3,8.7,14.0,1.1,0.9,6.8,8.4,97.0,0.7,106.0
CCc1ccc(S(=O)(=O)NC2CCCCNC2=O)cc1 (stereo unspecified),11.0,11.0,-4.1,6.5,-7.0,3.0,111.0,0.4,111.0
Cc1cccc(N2CCC(N3CCN(C4CCCCC4)C(CCO)C3)CC2)c1C (stereo unspecified),4.8,2.0,1.2,10.7,-16.0,-11.3,109.0,7.4,101.0
CC(C)O/C(=N\S(=O)(=O)c1ccc(Cl)cc1)c1ccccc1,9.5,3.0,4.8,7.6,2.0,-1.0,107.0,5.1,107.0
O=C(CN1CCN(S(=O)(=O)c2ccccc2)CC1)Nc1ccccc1C(=O)c1ccccc1,39.7,0.0,2.2,-15.7,3.2,0.1,103.0,-3.9,128.0*
CC1(C)CC[C@]2(C(=O)O)CC[C@]3(C)C(=CC[C@@H]4[C@@]5(C)CC[C@H](O)C(C)(C)[C@@H]5CC[C@]43C)[C@@H]2C1,.,1.0,4.2,-36.9,7.3,.,150.0*,5.6,125.0
Fc1ccc(NCc2ccccc2F)cc1Cl,12.2,-1.0,3.2,-5.8,-1.0,-4.8,101.0,1.4,100.0
O=C(NCCC1=CCCCC1)c1cc2ccccc2oc1=O,-7.1,-12.0,-1.2,-0.8,6.7,-6.5,96.0,3.0,94.0
CCn1ncc(Br)c1C(=O)Nc1ccccc1C(F)(F)F,1.4,0.0,-2.4,-10.4,-8.6,-2.4,96.0,1.9,93.0
Cc1ccc(/C=C2\SC(=S)N(CCCC(=O)Nc3nccs3)C2=O)cc1,22.6,7.0,3.9,-3.4,2.6,-5.8,101.0,1.3,101.0
Cc1ccc(-c2csc(=Nc3cccnc3)n2CCCN2CCCC2=O)cc1C,29.1,1.0,2.8,0.3,0.6,4.1,100.0,1.7,100.0
CCCCc1ccc(NC(=O)COc2ccc(C(=O)Nc3ccccc3OC)cc2)cc1,16.7,1.0,.,18.3,2.0,1.7,112.0,5.5,105.0
COc1ccc(S(=O)(=O)N2CCC(C(=O)O)(c3ccccc3)CC2)cc1,9.0,6.0,3.6,-1.0,0.8,-3.7,110.0,-0.1,103.0
C=CCn1c(SCC(=O)NC2CC2)nnc1C1CC1,18.0,2.0,1.3,-0.4,5.4,5.2,100.0,5.1,99.0
COC(c1ccccc1)c1nnc(CCC(=O)N2CCN(Cc3cccs3)CC2)o1 (stereo unspecified),-22.7,-3.0,1.5,-10.7,-3.7,-4.4,99.0,0.8,95.0
COc1cc(CNC(=O)CCCC(=O)c2ccccc2)cc(OC)c1OC,-13.5,3.0,2.8,0.7,-7.4,-7.4,105.0,-8.2,103.0
N#C/C(=C\c1c(N2CCCCCC2)nc2ccccn2c1=O)C(=O)NCc1ccco1,-4.7,2.0,1.1,14.9,5.8,2.4,100.0,1.2,99.0
CC(C)(C)NC(=O)CN(C(=O)CCC(=O)Nc1nccs1)c1ccc(F)cc1,-1.3,2.0,-2.2,4.0,-4.4,4.5,96.0,5.7,96.0
COc1ccc(CN2C(=O)c3ccccc3C2=O)cc1C(=O)OCC(=O)NC1CCCCC1,0.7,2.0,2.0,5.0,-5.4,-1.0,104.0,4.8,103.0
CC1=NN(c2cccc(C(=O)O)c2)C(=O)/C1=C\C=C/c1ccccc1,39.1,-3.0,.,23.5,-26.4,8.4,96.0,.,100.0
CCCN(CCC)C(=O)c1oc2ccccc2c1NC(=O)Cc1cccc(OC)c1,9.3,-8.0,2.5,6.3,-15.3,1.3,100.0,-2.5,100.0
CC1CCC(NC(=O)c2ccc3c(c2)S(=O)(=O)c2ccccc2C3=O)CC1 (stereo unspecified),.,-3.0,2.8,.,.,.,94.0,-11.0,98.0
CC(C)(C)OC(=O)N1CCCN(C(=O)Nc2ccccc2)CC1,17.1,3.0,.,11.3,-3.4,-3.6,104.0,3.6,107.0
O=C(O)Cn1ccc2cc(S(=O)(=O)N3CCCCCC3)ccc21,20.6,0.0,1.5,-5.5,-0.8,1.6,101.0,0.7,102.0
Cc1ccccc1CCN(CC(=O)NCc1ccc(F)cc1)C(=O)c1csnn1,-3.2,-1.0,0.9,-5.4,0.1,1.7,100.0,2.1,102.0
Cc1sc(NC(=O)c2ccccc2F)c(CN2CCCCC2C)c1C (stereo unspecified),20.0,-1.0,-1.2,-4.1,-2.9,-8.6,98.0,3.9,101.0
CCOc1ccccc1NC(=O)C1=C(C)NC(=O)NC1c1cccs1 (stereo unspecified),4.3,9.0,-5.9,12.3,-1.6,5.3,109.0,2.0,104.0
O=C(O)COc1cccc(NC(=O)c2ccccc2)c1,-1.0,4.0,3.4,4.1,3.9,3.2,106.0,-0.8,105.0
COc1ccccc1C(=O)Nc1ccnn1C1CCN(C(=O)c2ccoc2)CC1,11.6,11.0,0.7,7.8,-1.6,-6.0,116.0,-4.4,108.0
c1ccc(CC2CNc3ccccc3CN2)cc1 (stereo unspecified),7.4,5.0,2.8,-6.7,2.1,1.2,114.0,-1.3,102.0
O=C(c1ccccc1)N1CCN(C(=S)NCCc2ccccc2)CC1,26.7,0.0,3.4,7.1,-13.9,-6.4,104.0,-2.7,107.0
CC(Nc1nc2ncn(Cc3ccccc3)c2c(=O)[nH]1)C(=O)O (stereo unspecified),-15.8,.,0.8,-20.7,2.2,-3.9,.,-0.5,.
C=CCNC(=O)c1ccc(OC)cc1,7.7,11.0,-0.7,19.5,1.9,-7.0,104.0,.,106.0
CC1CCN(c2nc(N(C)c3ccccc3)nc(N)c2[N+](=O)[O-])CC1,5.0,3.0,4.3,-6.2,-16.9,1.7,99.0,4.5,103.0
COC(=O)c1sc2nc(CN3CCN(c4cccc(C(F)(F)F)c4)CC3)[nH]c(=O)c2c1C,9.6,-8.0,-7.1,-16.8,-3.9,4.5,80.0,1.6,98.0
Cc1noc(C)c1S(=O)(=O)N1CCC(C(=O)N2CCN(c3ccc(Cl)cc3)CC2)CC1,9.1,.,-1.5,6.4,-1.1,-18.7,.,10.1,.
CSc1nnc(-c2sccc2OCc2ccc(C)cc2)n1C,-2.2,-2.0,-4.5,-2.0,5.3,-6.0,97.0,2.7,99.0
CCn1nnnc1SCC(=O)N1c2ccccc2Sc2ccccc21,18.6,16.0,4.4,3.5,-3.8,4.9,93.0,3.9,112.0
c1ccc(Cn2cc(CNc3ccccc3)nn2)cc1,.,2.0,3.3,12.4,-6.1,.,102.0,4.1,103.0
CN1C(=O)C2(c3ccccc31)N(C)CC(c1ccccn1)C21SC(=S)N(Cc2ccco2)C1=O (stereo unspecified),-1.1,-2.0,-0.5,-12.9,-7.4,4.4,95.0,1.1,99.0
CC(NC(=O)NC1CCCCC1)C(c1cccs1)N1CCN(Cc2ccccc2)CC1 (stereo unspecified),31.8,-3.0,1.3,2.6,-6.2,1.6,99.0,3.2,99.0
O=C(COC(=O)c1cccs1)NCC1CCCO1 (stereo unspecified),0.5,9.0,4.7,11.6,-7.5,-3.0,104.0,-1.3,103.0
Nc1nc(Nc2cccc(Cl)c2)nc(NCc2ccco2)c1[N+](=O)[O-],3.6,2.0,1.6,-12.6,-2.4,4.3,101.0,-3.8,105.0
CC1(C)Oc2ccc3ccc(=O)oc3c2C(/C=N/O)=C1Cl,1.4,-1.0,-2.1,2.5,-15.1,-9.6,98.0,1.5,95.0
CCOC(=O)N1CCN(c2c(-c3ccccc3)c3cc(Cl)ccc3[nH]c2=O)CC1,21.2,.,6.5,22.1,-16.3,-2.5,.,-3.0,.
O=C(CSc1nc2ncccc2[nH]1)c1ccc2c(c1)OCO2,.,3.0,.,26.1,-1.6,-2.1,94.0,0.6,100.0
COc1ccc(OCC(=O)NNC(=S)NC(=O)c2ccc([N+](=O)[O-])cc2)cc1,5.4,3.0,-0.7,-9.8,-3.7,33.1*,100.0,-3.1,102.0
COc1cc(-c2noc(C)n2)cc(OC)c1OC,-17.3,1.0,1.1,15.5,-3.7,4.1,103.0,5.2,101.0
CCCCOc1ccc(C(=O)N/C(=C\c2ccc([N+](=O)[O-])cc2)C(=O)OCc2ccco2)cc1,26.2,-2.0,-3.5,-6.2,1.0,-6.7,100.0,2.1,103.0
COc1ccc(-c2nc(SCc3ccccc3)n(S(C)(=O)=O)n2)cc1,15.8,-6.0,-2.4,0.3,-5.6,-10.3,95.0,-1.8,98.0
O=C(OCc1ccc(Cl)c(Cl)c1)c1cnccn1,-12.6,2.0,-3.1,10.3,-4.5,-5.1,111.0,-1.1,107.0

# Compound profiles, from the list above:
# c1ccc(CC2CNc3ccccc3CN2)cc1 (stereo unspecified) reads NALP1 yeast inh: 7.4; MEKK2mut PB1 HTS: 5.0; IDE act: 2.8; UBC9 SUMO inh: -6.7; pCIP destab: 2.1; PfM18AAP inh: 1.2; MEKK2wt PB1 HTS: 114.0; IDE inh: -1.3; MEKK3 PB1 HTS: 102.0
# O=C(COC(=O)c1cccs1)NCC1CCCO1 (stereo unspecified) reads NALP1 yeast inh: 0.5; MEKK2mut PB1 HTS: 9.0; IDE act: 4.7; UBC9 SUMO inh: 11.6; pCIP destab: -7.5; PfM18AAP inh: -3.0; MEKK2wt PB1 HTS: 104.0; IDE inh: -1.3; MEKK3 PB1 HTS: 103.0

# Screening data: PubChem, several laboratories

# These rows are one share of the data (hit frequency here may not be typical).
